# Coupling enz: coupling enzyme interference in Giardia aldolase counter-screen; 290,000 compounds, 0.67% hits; activity change, negative = inhibition, % at 58.2 µM, hits read low; coupling enzyme system counterscreen, AmpLite Red fluorescence; in the data active = activity change below about -30%; also: % is scaled to controls: 0 for no effect and ±100 for the full control effect
#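 Activity here indicates interference with the coupling reaction, not aldolase inhibition. Compounds at 57.5 uM final met coupling enzymes for 10 min at RT; substrate and AmpLite Red detection followed, with a 525/598 nm fluorescence read after 20 min.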
# ASM inhibitor: human S-ASM enzyme inhibition. P17405. placental ASM, HMU-PC fluorogenic substrate, 60 min. Potency, µM (series often up to 57.5 µM), without a hit: top-dose activity change, negative = inhibition, usual class: inhibitors. 340,000 compounds, 0.006% hits. AID 504937; also: potency is read from the fitted curve at half-maximal effect
#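 Steps: dispense placental human ASM, pin compound, wait 10 min at room temperature, add HMU-PC0 substrate at 9 uM final, incubate 60 min at 37 °C, add stop solution raising pH to 10, read fluorescence.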
# PKM2 activator: PKM2 (human) enzyme activation; Potency, µM (top dose mostly 57.5 µM), inactives show top-dose activation, usual class: activators; purified PKM2, Kinase-Glo ATP luminescence, activation; response scale: 0% is enzyme alone, no compound; AID 1631; P14618; 260,000 compounds, 0.34% hits; also: potency is read from the fitted curve at half-maximal effect; % is scaled to controls: 0 for no effect and ±100 for the full control effect; nearly all actives have a fitted effect of over 55% in size
# Target sequence (P14618 whole entry, looked up): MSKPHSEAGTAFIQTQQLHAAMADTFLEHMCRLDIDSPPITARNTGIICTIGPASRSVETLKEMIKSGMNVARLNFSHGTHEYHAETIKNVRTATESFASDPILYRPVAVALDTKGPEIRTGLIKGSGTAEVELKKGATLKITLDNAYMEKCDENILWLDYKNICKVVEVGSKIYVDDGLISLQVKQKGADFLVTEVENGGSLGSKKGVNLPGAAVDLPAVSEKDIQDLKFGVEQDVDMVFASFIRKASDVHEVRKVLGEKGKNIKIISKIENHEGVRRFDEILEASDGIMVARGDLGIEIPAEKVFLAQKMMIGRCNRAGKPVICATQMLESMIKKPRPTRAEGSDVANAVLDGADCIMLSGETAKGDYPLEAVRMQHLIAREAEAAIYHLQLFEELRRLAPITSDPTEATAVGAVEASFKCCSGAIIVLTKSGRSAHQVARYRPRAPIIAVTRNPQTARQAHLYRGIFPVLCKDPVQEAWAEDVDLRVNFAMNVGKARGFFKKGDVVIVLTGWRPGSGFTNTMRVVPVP
#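 ATP formation by purified human PK-M2, quantified via coupled luciferase luminescence after 1 h at room temperature with 0.1 mM ADP and 0.5 mM PEP final.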
# Tb PFK inh: blocks T. brucei phosphofructokinase | O15648 | T. brucei PFK, ADP-Glo luminescence | Potency, µM (highest dose often 57.5 µM), for inactives: at the highest dose activity, negative = inhibition, hits mostly inhibitors | 330,000 compounds, 0.17% hits | AID 485367;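 also: potency is read from the fitted curve at half-maximal effect; 0% = uninhibited 1x PFK enzyme wells and -100% = no-enzyme wells; nearly all actives have a fitted effect of over 60% in size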
#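 In TEA buffer at pH 8.0 with 5 mM MgCl2, enzyme (1.25 nM) converted F6P (0.5 mM) and ATP (0.1 mM) for 45 min at room temperature. ADP product was read by luciferase luminescence.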
# Menin-MLL TR inh: menin-MLL binding inhibition, Texas Red mutant peptide; Menin + Texas Red MLL mutant peptide, fluorescence polarization; Potency, µM (titrated, usually from 61.6 µM), for the others: at the highest dose FP activity change, negative = inhibition, most hits filed as inhibitors; 270,000 compounds, 0.23% hits; active = well fitted inhibition curve with a large enough effect in the polarisation, with a control signal flat, not every such curve was filed as active; inconclusive = small, poorly fitted or top-dose-only effect, or effect the other way, or a change in a side signal; inactive = no such curve, though single readings can be large or run the other way; the % refers to the polarisation; also: potency is read from the fitted curve at half-maximal effect; % of control where 0% means no effect; many of its hits are not listed in these tables
# Target sequence (O00255 whole entry, looked up): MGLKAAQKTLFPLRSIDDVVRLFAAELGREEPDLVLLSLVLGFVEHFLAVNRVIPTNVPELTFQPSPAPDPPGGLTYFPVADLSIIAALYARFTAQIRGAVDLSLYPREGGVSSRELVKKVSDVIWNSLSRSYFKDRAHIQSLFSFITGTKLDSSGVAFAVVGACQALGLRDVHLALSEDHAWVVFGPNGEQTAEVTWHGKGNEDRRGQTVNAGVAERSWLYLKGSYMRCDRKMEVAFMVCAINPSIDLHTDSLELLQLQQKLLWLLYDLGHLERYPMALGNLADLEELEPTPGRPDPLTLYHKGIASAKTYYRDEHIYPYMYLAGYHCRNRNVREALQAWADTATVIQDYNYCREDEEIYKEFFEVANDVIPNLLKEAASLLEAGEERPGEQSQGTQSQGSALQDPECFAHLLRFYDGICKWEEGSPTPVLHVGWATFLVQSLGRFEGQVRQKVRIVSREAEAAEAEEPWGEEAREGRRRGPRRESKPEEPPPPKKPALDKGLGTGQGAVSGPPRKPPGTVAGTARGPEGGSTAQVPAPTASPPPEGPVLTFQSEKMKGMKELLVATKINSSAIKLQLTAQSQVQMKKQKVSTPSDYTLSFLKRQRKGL
# Chronic BCR inh: blocks chronic active B-cell receptor signaling. ABC-DLBCL IkBa-CBG/CBR reporter, luminescence ratio, 4 h. Potency, µM (top dose mostly 46.1 µM), for the others: at the highest dose ratio change, negative = lower green/red ratio, actives largely listed as inhibitors. 340,000 compounds, 0.05% hits. AID 493014; active = well fitted inhibition curve with a large enough effect in the signal ratio, with a control signal flat, not every such curve was filed as active; inconclusive = small, poorly fitted or top-dose-only effect, or effect the other way, or a change in a side signal; the % refers to the signal ratio;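 also: potency is read from the fitted curve at half-maximal effect; plate controls were basal doxycycline-induced cells for no effect and cells given 10 µM MG132 for full effect; MG132 reads +100%, hits lower the ratio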
#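 TMD8 ABC-DLBCL cells carrying doxycycline-inducible green luciferase fused to IkappaBalpha plus unfused red luciferase were exposed to compounds (up to 46 uM) for 4 hrs at 37C. Activity came from the overlap-corrected green/red luminescence ratio.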
# Giardia killer: kills Giardia lamblia; AID 540267; Giardia lamblia trophozoite viability; activity change, % at 7.66 µM, hits read low; 340,000 compounds, 0.15% hits; in the data active = activity change below about -80%; inconclusive = between about -30% and that limit;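 also: parasites exposed to compound for two days anaerobically before the ATP read; % is scaled to controls: 0 for no effect and ±100 for the full control effect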
#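 Compounds were tested on trophozoites seeded at 100 cells/well and held 48 hrs at 37 deg C anaerobically. An ATP-based luminescent kit measured the remaining live cells.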
# TSG101-PTAP inh: blocks PTAP/TSG101 interaction to inhibit HIV-1 budding. Q99816. Fluorescence polarization, FITC-PTAP peptide / Tsg101 binding. Potency, µM (series often up to 115 µM), without a hit: at the top dose activity change, negative = inhibition, hits mostly inhibitors. 340,000 tested, under 10 active; active = well fitted inhibition curve with a large enough effect in the main read-out, with a control signal flat, not every such curve was filed as active; inconclusive = small, poorly fitted or top-dose-only effect, or effect the other way, or a change in a side signal; inactive = no such curve, though single readings can be large or run the other way; also: potency is read from the fitted curve at half-maximal effect; % of control where 0% means no effect
#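 Fluorescence polarization binding of Tsg101 binding domain (10 uM final) to FITC-labeled PTAP peptide (50 nM final) in HEPES pH 7.5 buffer with NaCl, Tween 20, EDTA, TCEP. Compounds added before peptide; binding 20 min at RT.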
# B2AR arrestin: recruits beta-arrestin to the human beta2-adrenergic receptor; 330,000 compounds, 0.02% hits; beta-arrestin recruitment to beta2AR, cell-based reporter; P07550; Potency, µM (doses to about 46.1 µM), for inactives: at the highest dose activation, usual class: activators; AID 492947;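 also: potency is read from the fitted curve at half-maximal effect; 0% = DMSO controls and full agonism = EC100 isoproterenol or metaproterenol; nearly all actives have a fitted effect of over 65% in size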
# GALK inhibitor: galactokinase (human) inhibition | Purified GALK, Kinase-Glo residual ATP luminescence | AID 1868 | Potency, µM (series often up to 57.5 µM), without a hit: top-dose activity change, negative = inhibition, hits mostly inhibitors | 270,000 compounds, 0.007% hits | P51570; also: potency is read from the fitted curve at half-maximal effect; % is scaled to controls: 0 for no effect and ±100 for the full control effect
#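 Quantitative HTS: GALK 5 nM, ATP 35 uM, galactose 100 uM, 1 h room temperature, then luciferase-based ATP detection.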
# Integrin act MD: activators of alpha7 integrin expression for muscular dystrophy | alpha7betagal myoblasts, beta-gal FDG fluorescence, 48 h | Potency, µM (series often up to 38.3 µM), without a hit: top-dose activation, most hits filed as activators | 350,000 compounds, 0.064% hits;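 also: potency is read from the fitted curve at half-maximal effect; 100% = response of the positive control SU9516; nearly all actives have a fitted effect of over 60% in size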
#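 alpha7betagal+/- myoblasts (passage 13, 250/well) treated 48 h at 37C with compounds at 1:260 dilution of DMSO stock. Lysed, then beta-galactosidase activity read as FDG fluorescence (ex 480/em 540) after 30 min, with pre-read for autofluorescence.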
# Numbers without * were called inactive; ? = inconclusive; nt = not tested or not shown; [ ] = another dose, or the depositor's remark. Unless noted, calls follow the shape of the dose curve; as a rule, active = well fitted curve in the direction sought with a large enough effect; inconclusive = small, poorly fitted or top-dose-only effect, or another doubt; inactive = no such curve, though single readings can be large; an effect the other way counts as inactive or inconclusive. This is a subset. The share of hits here may be higher or lower than overall.
SMILES,Coupling enz,ASM inhibitor,PKM2 activator,Tb PFK inh,Menin-MLL TR inh,Chronic BCR inh,Giardia killer,TSG101-PTAP inh,B2AR arrestin,GALK inhibitor,Integrin act MD
COc1cc(CNc2ncn[nH]2)ccc1OCc1cccc(C)c1,-1,-1%,1%,0%,2%,3%,2,0%,-0.5%,12%,-6%
Clc1ccc(-c2nc3ccccc3nc2-c2ccccc2)cc1,0,-28%,-2%,0%,18%,5%,7,-3%,-1.1%,2%,?
O=C(/C=C/c1ccccc1)N/C(=C/c1ccccc1)C(=O)NCCO,11,-2%,-8%,0%,-16%,-4%,10,-4%,-0.3%,-1%,-3%
Cc1cc(N2CCOCC2)nc2ccc(NC(=S)NCc3ccc4c(c3)OCO4)cc12,1,70%[activator],-1%,2%,?,?,8,-4%,0.3%,-3%,10µM*
CCCCCCCCN1N=N[C@H]2[C@H]1[C@@H]1C[C@H]2N(C(=O)OC(C)(C)C)O1,nt,-5%,nt,5%,nt,?,0,-8%,0.2%,nt,-25%
COc1ccc(CNC(=O)Cn2cnc3c(=O)n(C)c(=O)n(C)c32)cc1,-4,4%,-17%,-9%,-10%,-2%,1,-4%,0.0%,-2%,-32%
O=C(NC(=S)Nc1cc(C(F)(F)F)ccc1Cl)c1ccccc1,0,-6%,-1%,2%,?,1%,5,-7%,-0.5%,2%,-34%
O=C(Oc1cccc(Oc2ccccc2)c1)N1CCOCC1,-2,-3%,-9%,-1%,-2%,-3%,15,-2%,-0.2%,1%,7%
CCN(CC(=O)NC1CCS(=O)(=O)C1)S(=O)(=O)c1ccc(F)cc1 (stereo not given),3,3%,15%,-30%,-11%,7%,3,-3%,-0.9%,3%,19%
NS(=O)(=O)c1ccc(N=Nc2ccc(=O)[nH]c2O)cc1,-32*,-10%,11%,1%,?,?,-2,0%,-0.6%,2%,20%

# Structures shown so far that have a halogen (three):
SMILES,Coupling enz,ASM inhibitor,PKM2 activator,Tb PFK inh,Menin-MLL TR inh,Chronic BCR inh,Giardia killer,TSG101-PTAP inh,B2AR arrestin,GALK inhibitor,Integrin act MD
Clc1ccc(-c2nc3ccccc3nc2-c2ccccc2)cc1,0,-28%,-2%,0%,18%,5%,7,-3%,-1.1%,2%,?
O=C(NC(=S)Nc1cc(C(F)(F)F)ccc1Cl)c1ccccc1,0,-6%,-1%,2%,?,1%,5,-7%,-0.5%,2%,-34%
CCN(CC(=O)NC1CCS(=O)(=O)C1)S(=O)(=O)c1ccc(F)cc1 (stereo not given),3,3%,15%,-30%,-11%,7%,3,-3%,-0.9%,3%,19%

# New compounds follow.
SMILES,Coupling enz,ASM inhibitor,PKM2 activator,Tb PFK inh,Menin-MLL TR inh,Chronic BCR inh,Giardia killer,TSG101-PTAP inh,B2AR arrestin,GALK inhibitor,Integrin act MD
Cc1ccc(OCCC(=O)OCC(=O)Nc2ccc(N3CCOCC3)cc2)cc1,nt,-1%,nt,0%,nt,7%,-2,0%,-0.1%,nt,8%
CCOc1ccccc1C(=O)NC(C(=O)NCc1ccccc1OC)C(C)C (stereo not given),-3,4%,1%,0%,1%,-1%,-28,-6%,-0.9%,-5%,-3%
COc1ccc(NC(=O)CCc2nnc3ccc(NCc4ccco4)nn23)cc1,nt,1%,nt,4%,nt,-9%,-7,-3%,0.3%,-5%,9%
COc1ccccc1OC1=NS(=O)(=O)c2ccccc21,0,4%,-1%,7%,-17%,0%,-15,-2%,-0.3%,0%,7%
COc1cc(NC(=O)COC(=O)CO/N=C(\C)c2ccc3c(c2)OCO3)cc(OC)c1,nt,-3%,nt,-7%,nt,2%,-5,1%,-0.1%,nt,25%
C=CCC[C@H](Cc1ccc(F)cc1)C(=O)OC[C@H]1CCCN1C(=O)[C@@H](CC=C)CC(=O)NCCO,nt,16%,nt,-2%,nt,-1%,-2,2%,-0.9%,nt,4%
Cc1ccc(CN2C(=O)C(C)Nc3ncnc(N4CCN(c5ccccn5)CC4)c32)cc1 (stereo not given),nt,-5%,nt,8%,nt,-12%,-8,0%,-0.7%,nt,-12%
Cc1cc(C)c(NC(=O)C2CCCN2CCOC(=O)c2ccccc2)c(C)c1 (stereo not given),7,3%,-16%,-1%,-19%,-10%,9,2%,-0.8%,2%,18%
CN1CCN(CCCNC(=O)c2ccc(/C=C3\Oc4ccccc4N(Cc4ccc(Cl)cc4)C3=O)cc2)CC1,4,22%,nt,?,?,?,-3,-10%,-0.4%,-2%,-86%[inhibitor]
Cc1ccc(N(CC2CO2)S(=O)(=O)c2ccccc2[N+](=O)[O-])cc1 (stereo not given),5,-13%,nt,0%,nt,0%,8,-1%,-0.1%,1%,-32%
CCC(C)NCCOc1ccc(Br)cc1 (stereo not given),4,2%,2%,-6%,8%,12%,5,-8%,0.4%,-1%,-21%
COc1ccc(C2Nc3ccccc3C(=O)N2c2ccc(F)cc2)cc1CSc1ccccn1 (stereo not given),-1,241%[activator],1%,3%,-19%,-1%,27,-2%,-1.3%,-3%,17%
CCCS(=O)(=O)c1c(S(=O)(=O)CCC)c2cnccn2c1C(=O)c1ccc(Cl)cc1,-4,-2%,-13%,4%,2%,-8%,-13,-2%,0.1%,0%,-7%
O=S(=O)(c1ccc(F)c(F)c1F)N1CCN(C(=S)NC2CC3CCC2C3)CC1 (stereo not given),1,3%,0%,-2%,-7%,-3%,4,-1%,-0.2%,15%,?
CC(=O)Nc1ccc(-n2c(C)c(C(C)=O)c(C(C)=O)c2C)cc1,6,1%,-5%,1%,-7%,-2%,5,1%,-0.1%,1%,-18%
O=C(CP(=O)(c1ccccc1)c1ccccc1)N1CCCCC1,6,4%,-11%,10%,3%,-14%,4,-3%,-0.1%,0%,-18%
COc1ccc(N(Cc2cc3ccc(C)cc3[nH]c2=O)C(=O)C2CCCO2)cc1 (stereo not given),4,-3%,0%,-3%,nt,2%,-7,-5%,-0.3%,3%,-20%
Cc1ccnc(NC(=O)COc2c(C)cc(C)cc2[N+](=O)[O-])c1,1,-3%,-5%,-5%,3%,2%,3,-2%,-0.4%,nt,11%
COc1ccc(C(C(=O)NC(C)(C)C)N(C(=O)CNC(=O)c2cccs2)c2ccc(NC(C)=O)cc2)cc1OC (stereo not given),1,0%,11%,1%,1%,-2%,-4,-3%,-0.2%,-2%,16%
Cc1noc(C)c1CSc1nc2sc(C)c(C)c2c(=O)n1-c1ccccc1,4,-4%,0%,4%,?,?,-8,0%,-0.4%,0%,31%

# With a hit mark in Integrin act MD, of those listed so far:
molecule	ASM inhibitor	PKM2 activator	Tb PFK inh	Menin-MLL TR inh	Chronic BCR inh	TSG101-PTAP inh	B2AR arrestin	GALK inhibitor	Integrin act MD
Cc1cc(N2CCOCC2)nc2ccc(NC(=S)NCc3ccc4c(c3)OCO4)cc12	70%[activator]	-1%	2%	?	?	-4%	0.3%	-3%	10µM*

# (continued)
SMILES,Coupling enz,ASM inhibitor,PKM2 activator,Tb PFK inh,Menin-MLL TR inh,Chronic BCR inh,Giardia killer,TSG101-PTAP inh,B2AR arrestin,GALK inhibitor,Integrin act MD
COc1cccc(N(Cc2nnc3n2CCCCC3)C(=O)Nc2ccccc2F)c1,1,3%,3%,-3%,10%,-8%,-3,-2%,-0.1%,4%,-22%
Cc1ccc(C(=O)N2CC(C)OC(C)C2)c(Cl)c1 (stereo not given),4,2%,0%,-1%,-1%,1%,9,-6%,-0.3%,4%,0%
CCSc1nc2cc(OC)c(OC)cc2c(=O)n1CCc1ccccc1,3,-10%,1%,1%,1%,0%,4,-2%,0.1%,1%,-8%[7.66 µM]
COc1cc(/C=N/N=C(\N)c2nonc2N)cc(OC)c1OC,1,-1%,5%,3%,?,?,-2,-3%,-0.2%,0%,6%
Cc1ccc(NC(=O)CN(C)C(=O)Cn2nnc(-c3ccccc3)n2)cc1,nt,-1%,nt,-4%,nt,-8%,9,-3%,-0.1%,nt,-22%
c1ccc(CCC2Cc3ccccc3N2)cc1 (stereo not given),nt,1%,nt,3%,nt,?,-13,-1%,-1.1%,nt,23%
COc1ccc2[nH]c3c(c2c1)CCN1C(=O)C(CC(=O)NCCC2=CCCCC2)C[C@H](C(=O)N2CCOCC2)[C@@]31CCC1CCCC1 (stereo not given in full),nt,5%,nt,0%,nt,-1%,-14,-1%,-0.9%,nt,17%
CN1CCN(C(=O)c2ccc3nc(-c4ccccc4)c(-c4ccccc4)nc3c2)CC1,2,50%[activator],2%,-3%,-25%,?,-8,-3%,0.4%,2%,11%

# Screening results: PubChem, National Center for Advancing Translational Sciences (NCATS)
